NCI-60 one-dose screen, 48 h, at 10 µM unless noted. Numbers give growth in % (100 = growth as untreated, 0 = no growth, -100 = all killed).
COLO 205 – COLO 205 colon cancer. hit rate 7.3% among 79,000. AID 1794742
HCT-116 – HCT-116 colon cancer; hit rate 7.3% among 82,000; AID 1794798
HCT-15 – HCT-15 colon cancer; hit rate 5.2% among 82,000
A498 – A498 renal cancer cells | hit rate 5.4% among 76,000 | AID 1794774
SW-620 – SW-620 colon cancer | hit rate 5.2% among 82,000
KM12 – KM12 colon cancer cells; hit rate 5% among 82,000
HT29 – HT29 colon cancer. hit rate 7.4% among 81,000
HCC-2998 – HCC-2998 colon cancer; hit rate 4.7% among 79,000
SNB-75 – SNB-75 CNS cancer. hit rate 5% among 79,000
Starred values were filed as active, the others as inactive; · = no result given; & = joins results of further samples; [ ] = remark or other dose. Rule for the calls: active = growth percent below 10; inactive = the rest.

SMILES | COLO 205 | HCT-116 | HCT-15 | A498 | SW-620 | KM12 | HT29 | HCC-2998 | SNB-75
CN1CCN(c2ccc(Nc3nc(NCCCNC(=O)c4ccc(F)cc4)c4sccc4n3)cc2)CC1 | 90.3 | 33.5 | 2.9* | 129.1 | 58.3 | 53.7 | 11.2 | 66.4 | 108.2
COc1ccc(-n2c(=O)n(-c3ccc(-c4nc5ccc(F)cc5s4)cc3)c(=O)c3cccnc32)cc1 | 106.5 | 91.5 | 100.7 | 98.2 | 106.4 | 101.9 | 87.3 | 91.4 | 75.2
CCCCCCn1c(O)c(N=Nc2nc(-c3cc4ccccc4oc3=O)cs2)c2ccccc21 | 4.6* | -51.7* | 36.7 | 88.0 | 56.2 | 13.6 | -39.7* | 37.8 | 81.4
C#Cc1cccc(Nc2nc(C)nc3cc(NC(=O)CCl)ccc23)c1 | -78.6* | -65.2* | -63.7* | 48.2 | -63.6* | -73.7* | -84.0* | -88.1* | -94.7*
O=C(O)c1ccc(O)c(CN2CCN(c3cc4c(cc3F)c(=O)c(C(=O)O)cn4C3CC3)CC2)c1 | 99.6 | 94.9 | 84.3 | 81.5 | 103.4 | 91.0 | 94.5 | 98.8 | 77.3
O=C1C2C3C=CC(O3)C2C(=O)N1CCN1CCOCC1 (configuration not stated) | 108.4 | 112.4 | 92.9 | 149.6 | 111.7 | 111.6 | 113.9 | 112.0 | 99.7
COc1ccc(C(=O)NNc2nc(N3CCOCC3)nc(N3CCN(C(c4ccccc4)c4ccccc4)CC3)n2)cc1 | 101.5 | 87.6 | 90.2 | 88.4 | 93.0 | 84.4 | 100.3 | 110.1 | 29.5
COc1ccc(-c2csc(NC(=O)CSc3nc(-c4ccccc4)c(C#N)c(=O)[nH]3)n2)cc1 | 111.0 | 78.1 | 101.3 | 79.1 | 105.0 | 96.8 | 94.7 | 82.9 | 79.7
Fc1ccc2ccccc2c1 | 104.7 | 103.2 | 95.9 | 120.5 | 107.1 | 107.0 | 102.9 | 106.9 | 81.9
CCOC(=O)c1nn(CC(O)c2ccccc2)c(NC(=O)Nc2ccc(F)cc2)c1C (configuration not stated) | 109.7 | 90.8 | 91.2 | 70.8 | 86.7 | 94.9 | 99.6 | 101.7 | 86.1
CC(C)(C)c1ccc(/C=C/C(=O)Nc2ccc(O)cc2)cc1 | 73.6 | 68.1 | 43.4 | 103.0 | 71.0 | 36.5 | 18.7 | 97.0 | 96.6
COc1ncc(-c2ccc3nccc(C#CCN4CCN(S(C)(=O)=O)CC4)c3c2)cc1NS(=O)(=O)c1ccc(F)cc1F | -55.1* | -10.4* | 10.4 | -52.9* | 0.4* | -57.2* | 10.3 | -37.0* | -11.4*
CN1CCN(c2ccc(Nc3nc(NCCCNS(=O)(=O)c4ccc(Cl)cc4)c4sccc4n3)cc2)CC1 | -38.3* | 1.8* | 6.7* | 19.7 | 20.7 | 23.3 | -69.7* | 20.0 | 19.8
CC(=O)N1N=C(c2ccc(Nc3nc(Nc4ccc(Cl)cc4)nc(Nc4ccc(Cl)cc4)n3)cc2)CC1c1ccc(Cl)cc1 (configuration not stated) | 99.6 | 101.2 | 95.9 | 123.0 | 104.6 | 112.5 | 110.8 | 124.4 | 113.2
Cc1cccc(N=C2CCCC2C(=O)Nc2cccc(C)c2C)c1C (configuration not stated) | 108.4 | 99.0 | 106.3 | 111.9 | 106.3 | 109.0 | 102.9 | 106.7 | 95.7
Cc1cc(=O)oc2cc(Oc3ccc(Nc4ncnc5onc(-c6ccccc6)c45)cc3)ccc12 | 102.6 | 96.9 | 92.4 | 90.6 | 99.4 | 106.5 | 78.9 | 100.5 | 92.3
Cc1sccc1Br | 126.1 | 102.7 | 97.6 | 96.4 | 102.1 | 105.6 | 93.3 | 97.6 | 102.2
CO[C@H]1CC[C@@]2(C)C(=CC[C@H]3[C@@H]4C[C@H](O)C[C@@]4(C)CC[C@@H]32)C1 | 61.5 | 29.2 | 36.4 | 55.8 | 28.8 | 35.7 | 69.0 | 68.4 | 32.8
O=C1/C=C/[C@@H](O)[C@@H]2C[C@@H](O)C[C@H]2/C=C/CCC[C@H](CCc2ccc3ncccc3c2)O1 | -98.4* | -53.6* | 6.0* | -36.4* | -14.2* | -40.3* | -19.6* | 12.9 | 33.2
O=C(O)C1C2CCC3C(CCC21)C3(Cl)Cl (configuration not stated) | 115.8 | 104.4 | 103.7 | 104.4 | 97.4 | 101.4 | 107.7 | 103.9 | 92.3

Continued.
SMILES | COLO 205 | HCT-116 | HCT-15 | A498 | SW-620 | KM12 | HT29 | HCC-2998 | SNB-75
CCOC(=O)C1=NN(c2ccccc2)C(=O)/C1=C\n1ccc(=O)[nH]c1=S | 104.1 | 86.4 | 95.5 | 89.4 | 103.1 | 98.2 | 101.4 | 106.5 | 94.0
CCCCCCCNC(=O)CCCNc1ncnc2c1ncn2-c1cccc(C(C)O)c1 (configuration not stated) | 92.9 | 103.9 | 87.2 | 122.8 | 101.4 | 95.6 | 93.7 | 102.6 | 104.3
Clc1ccc2nc(O[C@@H]3CCOC3)c(-c3nn[nH]n3)c(-c3ccccc3)c2c1 | 119.6 | 93.2 | 101.3 | 92.1 | 105.2 | 102.4 | 105.5 | 110.0 | 95.4
CCNC(=S)N(Cc1ccccc1)Cc1ccccc1 | 132.1 | 110.2 | 111.2 | 116.4 | 115.4 | 114.3 | 98.8 | 98.3 | 102.6
COC(=O)CCN1C(=O)/C(=C/c2ccc(O)cc2)SC1=S | 118.2 | 98.9 | 101.4 | 94.2 | 105.3 | 97.7 | 113.2 | 126.6 | 83.8
COC(=O)[C@H](CC(C)C)N1CC=CCN([C@@H](CC(C)C)C(=O)OC)S1(=O)=O | 108.3[1.2 µM] | 98.2[1.2 µM] | 109.1[1.2 µM] | 105.3[1.2 µM] | 104.9[1.2 µM] | 109.7[1.2 µM] | 100.0[1.2 µM] | 101.1[1.2 µM] | 69.5[1.2 µM]
COc1ccc(CC2CC(=O)OC2=O)cc1 (configuration not stated) | 108.1 | 94.9 | 107.8 | 98.2 | 105.5 | 101.2 | 102.7 | 89.1 | 99.7
O=C(CSc1cc[n+](CCCCO)c2ccccc12)n1ccc2ccccc21 | 106.3 | 99.6 | 104.3 | 113.6 | 99.0 | 96.9 | 103.3 | 113.1 | 96.1
CN(C)CCCC(C#N)c1ccccc1 (configuration not stated) | 118.7 | 107.0 | 103.1 | 106.9 | 105.8 | 110.6 | · | 105.3 | 88.5
CC1(/C=C/c2ccc(-c3ccccc3)cc2)CCn2cnc3ncnc(c32)N1O (configuration not stated) | 28.0 | 20.2 | 21.5 | 19.0 | 28.2 | 26.0 | 30.0 | 32.3 | 36.3
Cc1ccc(S(=O)(=O)Cl)c(Cl)c1 | 115.8 | 102.2 | 100.1 | 104.7 | 98.7 | 102.4 | 103.2 | 111.6 | 82.0
COc1ccc(-c2cccc3cc4c(cc23)OCO4)cc1 | 94.3 | 69.6 | 91.3 | · | 94.3 | 95.3 | 81.7 | 104.5 | 75.2
CCCCCCCCCCCCOC(=O)c1nn(C(C)=O)c2ccccc12 | 106.2 | 103.2 | 106.2 | 102.5 | 107.4 | 102.9 | 113.0 | 111.8 | ·
CC1=CC(C)(C)NC(=S)N1c1ccc(Cl)cc1 | 100.0&109.3 | 89.0&99.6 | 88.8&96.9 | 104.2 | 115.4&100.2 | 104.8&101.3 | 102.8&103.2 | 100.5&105.3 | 108.4&91.3
COc1ccc(C(O)c2cc3c(N)c(C(=O)Nc4ccc(Cl)cc4)sc3nc2C)cc1 (configuration not stated) | 13.6 | 21.7 | 12.3 | -5.7* | 27.1 | 9.9* | -6.5* | 23.0 | -22.5*
COc1ccccc1OCC(=O)Nc1cccc(-c2nnc(-c3ccccc3)o2)c1 | 97.0 | 95.9 | 95.6 | 102.5 | 106.9 | 98.5 | 93.1 | · | 92.5
FC(F)(F)c1ccc(-c2ncc(-c3ccc(C(F)(F)F)cc3)c(NC3CCCCCC3)n2)cc1 | 100.6 | 98.5 | 106.4 | 99.4 | 94.4 | 106.9 | 92.5 | 77.6 | 98.7
O=C1C(=O)N(CCO)c2ccccc21 | · | 99.0 | 104.3 | · | 97.2 | 101.1 | 108.4 | 118.4 | 80.3
NC(=O)/C=C/C(=O)c1c(Cl)cccc1Cl | -89.6* | -100.0* | -61.2* | -58.4* | -71.0* | -51.4* | -39.6* | -98.6* | -99.5*
O=C(O)/C=C/C(=O)Nc1cccc2cccnc12 | 106.6 | 95.7 | 100.6 | 105.3 | 93.3 | 95.6 | 97.9 | 102.8 | 82.4

5 entries from above, ordered by length of the SMILES, ascending:
SMILES | COLO 205 | HCT-116 | HCT-15 | A498 | SW-620 | KM12 | HT29 | HCC-2998 | SNB-75
O=C1C(=O)N(CCO)c2ccccc21 | · | 99.0 | 104.3 | · | 97.2 | 101.1 | 108.4 | 118.4 | 80.3
COc1ccc(CC2CC(=O)OC2=O)cc1 (configuration not stated) | 108.1 | 94.9 | 107.8 | 98.2 | 105.5 | 101.2 | 102.7 | 89.1 | 99.7
COC(=O)CCN1C(=O)/C(=C/c2ccc(O)cc2)SC1=S | 118.2 | 98.9 | 101.4 | 94.2 | 105.3 | 97.7 | 113.2 | 126.6 | 83.8
COc1ccc(C(O)c2cc3c(N)c(C(=O)Nc4ccc(Cl)cc4)sc3nc2C)cc1 (configuration not stated) | 13.6 | 21.7 | 12.3 | -5.7* | 27.1 | 9.9* | -6.5* | 23.0 | -22.5*
COC(=O)[C@H](CC(C)C)N1CC=CCN([C@@H](CC(C)C)C(=O)OC)S1(=O)=O | 108.3[1.2 µM] | 98.2[1.2 µM] | 109.1[1.2 µM] | 105.3[1.2 µM] | 104.9[1.2 µM] | 109.7[1.2 µM] | 100.0[1.2 µM] | 101.1[1.2 µM] | 69.5[1.2 µM]

Additional structures follow:
SMILES | COLO 205 | HCT-116 | HCT-15 | A498 | SW-620 | KM12 | HT29 | HCC-2998 | SNB-75
COc1cc(/C=N/Nc2ccc(Br)cc2)cc(OC)c1OC | 86.9 | 60.8 | 18.9 | 60.0 | 46.8 | 16.3 | 29.2 | 45.7 | 87.5
Cc1cccc(N(CCO)CCC#N)c1 | 107.6 | 95.3 | 105.2 | 93.3 | 106.7 | 107.0 | · | 108.7 | 86.2
CCN(CCC#N)c1cccc(C)c1 | 110.1 | 99.4 | 107.8 | 102.6 | 108.0 | 108.6 | 106.8 | 103.1 | 66.7
O=C(Nc1cccc(-n2cc(-c3ccncc3)c(-c3ccc(O)c(Cl)c3)n2)c1)c1ccc(N2CCOCC2)c(C(F)(F)F)c1 | 51.2 | 26.7 | 16.6 | 71.7 | 36.3 | 14.9 | 12.4 | 23.6 | 33.5
COc1cc(-c2cc(/C=C3\C(=O)Nc4cc(Cl)ccc43)[nH]n2)cc(OC)c1OC | 7.1* | 14.2 | 13.6 | 50.4 | 41.4 | 9.1* | 28.3 | 70.0 | -5.2*
CCNC(=O)Oc1ccc(/C(=C(/C)c2ccccc2)c2ccc(OCCN(C)C)cc2)cc1 | 80.5 | 55.8 | 38.6 | 83.8 | 84.3 | 77.1 | 27.8 | 92.0 | 93.6
CC(OC(C(O)C=O)C(O)C(O)CO)C(=O)N[C@@H](C)C(=O)O (some centres not stated) | 107.2 | 96.5 | 104.9 | 153.0 | 117.5 | 108.9 | 109.9 | 118.0 | 110.8
Cc1ncc(-c2ccsc2)c(NC2CCCCCC2)n1 | 96.8 | 90.6 | 96.7 | 81.4 | 108.0 | 97.9 | 96.3 | 98.4 | 96.7
CC(C)CN1CC(C)C(=O)NC1=S (configuration not stated) | 114.9 | 100.7 | 99.8 | 118.3 | 102.2 | 105.0 | 98.2 | 104.5 | 97.6
COc1ccc(-c2nc(SCc3nc4ccccc4[nH]3)nc(N3CCCCC3)c2C#N)cc1 | 110.3 | 83.9 | 88.5 | 48.8 | 93.6 | 92.6 | 85.6 | 101.2 | 93.8
CS(=O)(=O)c1ccc(-c2nn(-c3ccccc3)cc2/C=C/C(=O)c2ccc(O)cc2)cc1 | 116.7 | 86.8 | 45.5 | 105.1 | 99.0 | 64.3 | 93.6 | 104.9 | 98.8
CN1C(=O)N(C)C2Nn3c(s/c(=C\c4ccco4)c3=O)=NC21 (configuration not stated) | 114.0 | 103.7 | 106.6 | · | 92.7 | 104.0 | 106.6 | 113.5 | ·
CC(C)c1ccc(S(=O)(=O)NC2=CN3CC=CC3CC2=O)cc1 (configuration not stated) | 104.7 | 88.5 | 101.2 | 108.1 | 104.4 | 96.6 | 86.1 | 109.8 | 93.4
COc1ccc2c(=O)c(OC)c(-c3cc(OC)c(OC)c(OC)c3)oc2c1 | 129.3 | 87.2 | 100.6 | 96.1 | 92.2 | 97.8 | 98.2 | 82.5 | 79.5
CC1=C(c2ccc3c(c2)[nH]c2ccccc23)[C@@]2(CCCO)c3cc4c(cc3CC[C@H]2[C@@H]1C)OCO4 | 88.7 | 81.6 | 91.7 | 99.1 | 95.9 | 98.0 | 81.5 | 94.1 | 80.1

Compound activity: PubChem BioAssay, NCI
